M5 ag – human M5 muscarinic receptor agonists, primary screen, CHO-K1 cells, Fluo-8 calcium fluorescence; Muscarinic acetylcholine receptor M5 (Homo sapiens), P08912; CHO-K1 hM5 cells; 0% DMSO wells, 100% maximal acetylcholine response; activation, % at 3 µM; 360,000 tested, 0.19% active; AID 624037, 2012;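 active = activation above the run's mean over test compounds plus 3 SD, cut at about 23% in these data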;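 note: signal is peak over basal fluorescence ratio across the kinetic read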
CHRM1 antagonist – human M1 muscarinic receptor antagonists, primary screen, CHO-K1 cells, Fluo-8 calcium fluorescence, 1536-well; Muscarinic acetylcholine receptor M1 (Homo sapiens), P11229; CHO-K1 hM1, ACh EC80 antagonist; 360,000 tested, 1.3% active; inhibition, % at 3 µM;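 active = percent inhibition above its own plate's cutoff, namely the mean of that plate's compound wells plus 3 SD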;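 note: peak over basal fluorescence ratio during 140 s after agonist addition; 0% = ACh EC80 plus DMSO and 100% = DMSO alone without agonist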
Target sequence (P11229 whole entry, looked up): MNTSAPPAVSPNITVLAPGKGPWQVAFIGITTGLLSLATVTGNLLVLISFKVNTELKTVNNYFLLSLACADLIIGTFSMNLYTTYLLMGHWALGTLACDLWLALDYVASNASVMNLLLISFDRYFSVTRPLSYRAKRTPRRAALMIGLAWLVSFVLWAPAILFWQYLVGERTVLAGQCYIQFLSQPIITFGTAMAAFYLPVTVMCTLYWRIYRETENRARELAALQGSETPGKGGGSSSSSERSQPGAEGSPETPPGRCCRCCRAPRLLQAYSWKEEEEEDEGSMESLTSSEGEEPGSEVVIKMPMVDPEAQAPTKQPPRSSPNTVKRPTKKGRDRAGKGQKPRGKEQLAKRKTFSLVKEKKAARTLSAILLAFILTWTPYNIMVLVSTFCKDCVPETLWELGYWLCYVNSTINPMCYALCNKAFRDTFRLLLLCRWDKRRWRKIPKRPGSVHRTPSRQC
M4 ag – human M4 muscarinic receptor agonists, primary screen, CHO-K1 cells, Fluo-8 calcium fluorescence | AID 624127, 2012 | Muscarinic acetylcholine receptor M4 (Homo sapiens), P08173 | activation, % at 3 µM | CHO-K1 hM4/Gqi5; vehicle 0%, full acetylcholine response 100% | 360,000 tested, 0.14% active;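 active = activation above the run mean over all test wells plus 3 SD, cut at about 32% in these data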;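 note: peak over basal fluorescence ratio per well then scaled between controls; 0% = DMSO wells and 100% = acetylcholine at EC100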
CHRM5 PAM – human M5 muscarinic receptor positive allosteric modulators, primary screen, CHO-K1 cells, Fluo-8 calcium fluorescence; Muscarinic acetylcholine receptor M5 (Homo sapiens), P08912; CHO-K1 hM5, ACh EC20 PAM; 0% = ACh EC20, 100% = ACh EC100; activation, % at 3 µM; 360,000 tested, 0.3% active;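 active = activation above the run cutoff, the mean activation of all test compounds plus 3 SD, cut at about 18% in these data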
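Assay system – human M5 receptor in CHO-K1 cells · Read-out – % activation, ACh-normalized · Technique – Fluo-8 calcium fluorescence · Dosing – single-point, 3 µM nominal · Incubation – Fluo-8 loading 80 min at 37 °C plus 30 min room temperature · Repeats – singlicate, one well per test compound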
CHRM1 PAM – human M1 muscarinic receptor positive allosteric modulators, primary screen, CHO-K1 cells, Fluo-8 calcium fluorescence, 1536-well; 360,000 tested, 0.088% active; Muscarinic acetylcholine receptor M1 (Homo sapiens), P11229; CHO-K1 hM1, ACh EC20; 0% = ACh EC20, 100% = maximal ACh; activation, % at 3 µM; AID 588819, 2011; in the data active = activation above about 19%, passing the limit was not always enough
TAAR1 agonist – human TAAR1 agonists, primary screen, Fluo-8 calcium fluorescence, CHO RD-HGA16 cells; 360,000 tested, 0.99% active; activation, % at 3 µM; Trace amine-associated receptor 1 (Homo sapiens), Q96RJ0; vehicle wells 0%, saturating PEA agonist 100%;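 active = activation above the mean activation of all test compounds in the run plus 3 SD, cut at about 38% in these data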
Target sequence (Q96RJ0 whole entry, looked up): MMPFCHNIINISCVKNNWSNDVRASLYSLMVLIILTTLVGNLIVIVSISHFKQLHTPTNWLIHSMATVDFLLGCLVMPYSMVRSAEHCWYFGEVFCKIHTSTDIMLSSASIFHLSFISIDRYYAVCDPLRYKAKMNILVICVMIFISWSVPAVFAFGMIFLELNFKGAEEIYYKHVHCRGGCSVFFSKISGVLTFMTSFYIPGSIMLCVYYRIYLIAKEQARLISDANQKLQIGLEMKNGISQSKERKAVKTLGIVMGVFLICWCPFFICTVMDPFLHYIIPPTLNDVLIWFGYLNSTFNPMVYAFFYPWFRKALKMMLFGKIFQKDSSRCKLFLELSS
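Test system: RD-HGA16 (CHO) cells co-expressing Gα16 and hTAAR1 | Doses: Single dose, 3 µM | Schedule: 17-24 h seeding, 75 min 37 °C dye, 30 min RT | Evaluation: % activation from peak over basal fluorescence ratio, DMSO-to-PEA scaled | Technique: Kinetic Fluo-8 calcium fluorescence | Benchmarks: Low control DMSO, high control PEA (EC100)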
CHRM1 agonist – human M1 muscarinic receptor agonists, primary screen, Fluo-8 calcium fluorescence, CHO-K1 cells, HTS; activation, % at 3 µM; 360,000 tested, 0.33% active; CHO-K1 hM1, agonist mode; 0% DMSO, 100% acetylcholine EC100; Muscarinic acetylcholine receptor M1 (Homo sapiens), P11229;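 active = activation above the run's mean compound activation plus 3 SD, cut at about 16% in these data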;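 note: peak over basal fluorescence ratio within a 140 s kinetic read after compound addition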
M4 antag – human M4 muscarinic receptor antagonists, primary screen, CHO cells, Fluo-8 calcium fluorescence | AID 624125, 2012 | CHO-hM4 cells, ACh EC80 | Muscarinic acetylcholine receptor M4 (Homo sapiens), P08173 | 360,000 tested, 0.73% active | inhibition, % at 3 µM;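 active = inhibition above its plate's cutoff, the mean inhibition of sample wells plus 3 SD, cut at about 27% in these data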;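 note: 0% = acetylcholine EC80 with DMSO and 100% = DMSO without agonist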
M5 antag – human M5 muscarinic receptor antagonists, primary screen, CHO cells, Fluo-8 calcium fluorescence; Muscarinic acetylcholine receptor M5 (Homo sapiens), P08912; CHO-hM5 cells, ACh EC80; 360,000 tested, 0.59% active; inhibition, % at 3 µM;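 active = inhibition above a per-plate cutoff, the mean of that plate's test compounds plus 3 SD, cut at about 27% in these data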;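 note: 0% = acetylcholine EC80 with DMSO and 100% = DMSO without agonist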
* marks the source's active call; other numbers are inactive results; / = not tested or not shown.

SMILES	M5 ag	CHRM1 antagonist	M4 ag	CHRM5 PAM	CHRM1 PAM	TAAR1 agonist	CHRM1 agonist	M4 antag	M5 antag
O=C(O)Cn1cc(CN2CCOCC2)c2ccccc21	1	-4	1	-7	3	-1	-1	-1	15
CCCOc1ccc(Cc2c(Cl)nc(SC)nc2N(C)C)cc1	-4	-2	-1	-5	2	-4	-9	-13	-6
COc1ccc(C2(C)NC(=O)N(CC(=O)NC3CC3)C2=O)cc1 (stereo unspecified)	1	-5	3	7	2	1	-1	4	0
Cc1ccccc1N(Cc1cc(=O)[nH]c2ccccc12)C(=O)C(C)C	-2	-1	2	-1	2	10	-5	-15	-5
C/C=C/C(=O)N1CC2(CC(c3cccc(NC(=O)COc4ccc(Cl)cc4)c3)=NO2)C[C@@H]1C(N)=O (stereo partly specified)	0	-5	1	4	4	5	-4	4	-5
CC(C)(C)C1CCCCC1NC(=O)c1ccncc1 (stereo unspecified)	-4	-13	0	3	8	1	-5	-1	12
COc1cc(/C=N/NC(=S)NCCN2CCOCC2)ccc1O	-1	-1	0	5	8	0	-6	-1	-2
CCOC(=O)c1sc(NC(=O)C2CC=CCC2C(=O)O)nc1C (stereo unspecified)	2	-9	2	0	-4	13	-3	5	7
COc1cccc(/C=C/C(=O)Nc2ccc3c(c2)OCCO3)c1OC	-2	0	12	-8	2	10	-4	-1	17
Cc1ccc(S(=O)(=O)CC(c2ccccc2)N2CCCCC2)cc1 (stereo unspecified)	-5	9	-1	-1	-7	-3	-4	7	1
COc1cc(/C=N/OCC(=O)NC2CCCCC2C)ccc1OCc1ccc(Cl)cc1 (stereo unspecified)	-2	0	1	0	-1	2	-8	-12	-8
Cc1ccc(C(=O)NCC(=O)OCC(=O)Nc2cccc(S(=O)(=O)N3CCCC3)c2)cc1C	-5	-13	3	0	6	-1	-4	-2	5
Cc1ccc(S(=O)(=O)N2CCC(C(=O)NNC(=O)c3ccccc3)CC2)cc1	-2	-7	2	-5	6	0	-1	8	1
Cc1cccn2cc(-c3ccc4c(c3)NC(=O)CO4)nc12	0	5	1	-4	-1	0	-3	-6	1
COc1ccc2[nH]c3c(c2c1)CCN1C(=O)C(CC(=O)NCCN2CCOCC2)C[C@H](C(=O)N(C(C)C)C(C)C)[C@@]31C (stereo partly specified)	-2	-8	0	-6	2	1	-7	11	9
C[C@@H]1CN([C@H](C)CO)C(=O)CCCn2nncc2CO[C@@H]1CN(C)S(=O)(=O)c1ccccc1F	-2	-17	1	-3	7	3	-3	-4	14
CC(C)(C)NC(=O)N1CCN(c2nc(-c3ccccc3)ns2)CC1	6	5	8	-8	-1	3	2	0	0
O=C(/C=C/c1cccc([N+](=O)[O-])c1)Nc1cc(C(=O)O)cc(C(=O)O)c1	-2	4	1	-5	-5	4	-3	-4	4
Cc1cc2oc(=O)cc(Cn3ncc(Cl)c(Cl)c3=O)c2cc1Cl	-2	-10	0	2	8	/	-12	13	3
COc1ccc(Cn2c(=O)oc3ccc(C)cc32)cc1	1	-6	2	-3	2	3	-4	4	-1

Next section, overlapping the part above by 4 compounds.
SMILES	M5 ag	CHRM1 antagonist	M4 ag	CHRM5 PAM	CHRM1 PAM	TAAR1 agonist	CHRM1 agonist	M4 antag	M5 antag
CC(C)(C)NC(=O)N1CCN(c2nc(-c3ccccc3)ns2)CC1	6	5	8	-8	-1	3	2	0	0
O=C(/C=C/c1cccc([N+](=O)[O-])c1)Nc1cc(C(=O)O)cc(C(=O)O)c1	-2	4	1	-5	-5	4	-3	-4	4
Cc1cc2oc(=O)cc(Cn3ncc(Cl)c(Cl)c3=O)c2cc1Cl	-2	-10	0	2	8	/	-12	13	3
COc1ccc(Cn2c(=O)oc3ccc(C)cc32)cc1	1	-6	2	-3	2	3	-4	4	-1
CC(C(=O)OCC(=O)c1ccc(F)cc1)N1C(=O)C2C3C=CC(C3)C2C1=O (stereo unspecified)	-3	-11	3	-3	11	2	-3	8	16
COc1ccc(-c2noc(CCC(=O)NC3CCCCCC3)n2)cc1	2	-1	11	-10	1	1	1	8	19
COc1cccc(N2CCN(Cc3ccco3)CC2)c1	-1	-7	0	2	0	0	-6	8	3
CC(=O)Nc1ccc(NC(=O)C(C)OC(=O)C(C)SCC(=O)Nc2ccc(C)cc2)cc1 (stereo unspecified)	2	-1	4	0	4	1	-2	-16	2
Cc1ccc(S(=O)(=O)CC(O)COc2ccc(F)cc2Cl)c(C)c1 (stereo unspecified)	-2	3	2	2	9	-1	-5	-2	1
Cc1nnc(SCC(N)=O)n1CCc1ccccc1	0	-14	1	-4	7	2	-1	-6	-1
COc1ccc(F)cc1C(=O)C1CCCN(Cc2cnc(N3CCCC3)s2)C1 (stereo unspecified)	-2	-7	1	3	18	5	-2	8	2
S=c1[nH]nc(COc2ccccc2)n1/N=C/C(Cl)=C/c1ccccc1	0	4	0	-2	1	8	-3	8	-1
COc1cccc(OC)c1OCC(=O)Nc1ccc(S(=O)(=O)N2CCCC2)cc1	-2	21	19	-15	-15	10	-5	5	12
CCn1c(/N=C/c2c[nH]c3ccccc23)nc2ccccc21	-2	-4	2	1	4	12	-6	-9	3
Cc1cccc(C)c1NC(=O)CSc1nc2[nH]c(=O)cc(O)c2s1	0	-12	2	-9	10	4	-4	-1	12
O=C(C[n+]1cc(-c2ccccc2)n2c1CCC2)c1cccs1	-9	3	0	8	-2	10	-16	2	8
CC(=O)c1c(N2CCCCC2)nc(=S)n(Cc2ccccc2)c1C	-6	-3	1	-1	-7	0	-5	7	-1
CC1CC[C@@]2(OC1)O[C@H]1CC3[C@@H]4C[C@@H](O)[C@@]5(O)C[C@@H](O)[C@H](O)C[C@]5(C)[C@H]4CC[C@]3(C)[C@H]1[C@@H]2C (stereo partly specified)	-2	-1	0	-3	7	1	-1	1	3
COc1ccc(N2CCN(CC(O)COc3c(OC)cccc3OC)CC2)cc1 (stereo unspecified)	-3	10	13	-7	-3	1	-8	8	11
COc1cc(C(=S)N2CCC(Cc3ccccc3)CC2)ccc1OCC(N)=O	-7	-6	2	-4	3	-1	-4	7	1
COc1cccc2sc(N(CCN(C)C)C(=O)/C=C/c3cccs3)nc12	-1	-7	5	-4	3	8	-2	-2	5
O=C(Cc1ccc2c(c1)OCO2)NN=Cc1ccc([N+](=O)[O-])o1	2	-20	4	4	6	1	0	-5	-11
CCOc1ccccc1NC(=O)CSc1nnc(-c2ccncc2)o1	0	4	0	-6	-3	0	-2	8	15
COc1ccc(N2CCN(C(=O)CNC(=O)Cn3c(C)cc4ccccc4c3=O)CC2)cc1	-3	-16	0	-4	9	6	-3	7	-5
COc1ccc(-c2c(N)n[nH]c2C)cc1OC	-3	-1	1	2	-3	4	-4	-1	-2
Cc1ccc(-c2c3c([nH]c(=S)c2C#N)CCCC3)o1	0	-6	1	-2	4	9	-5	3	5
CC(=O)Nc1ccc(NC(=O)COC(=O)C2CCC(C(C)(C)C)CC2)cc1 (stereo unspecified)	9	30	/	-21	-17	30	9	-10	16
COc1ccc(C(=O)C2CCCN(Cc3nc4ccccc4nc3C)C2)cc1OC (stereo unspecified)	-4	2	1	0	0	1	-7	-8	-3
Nn1c(Cc2cccc3ccccc23)nnc1SCC(=O)NCC1CCCO1 (stereo unspecified)	-1	-10	0	9	12	-1	-1	-1	-4
O=C(CCC1CCCC1)N1CCN(C2CCCC2)CC1	-12	-14	1	5	-3	4	-8	8	0
Cc1ccc(C)c(NS(=O)(=O)c2ccc(OCC(=O)NCc3cccnc3)cc2)c1	-2	-3	1	-4	7	5	-10	-5	3
CCc1nc2c(OCc3ccc(C(F)(F)F)cc3)cccn2c1N(C)C(=O)C(C)C	-3	-8	-1	-1	-4	1	-9	-1	-1
O=[N+]([O-])c1ccc2c(c1)C(N1CCOCC1)/C(=C/COc1ccc3ccccc3c1Br)O2 (stereo unspecified)	-4	-1	0	-5	1	2	-2	0	14
COCOc1ccc(/C=C/C(=O)c2c(O)cc(OCOC)cc2OCOC)cc1	0	-10	3	-4	6	/	-4	-6	6
COc1ccccc1-n1c(SCC(=O)N2CCCCC2)nnc1-c1ccccc1O	1	2	1	-5	-2	7	-11	1	4
COc1ccc(CN2CCN(S(=O)(=O)c3ccc(NC(C)=O)cc3)CC2)c(OC)c1OC	-2	-11	5	5	5	6	-8	-14	-12
COc1ccc(OC)c(C(=O)COC(=O)c2cc(C)oc2C)c1	-9	-11	0	7	6	21	-5	-10	4
Cc1ccc(-c2nnc(N3CCCCC3)c3ccccc23)cc1S(=O)(=O)N(C)C	0	-8	2	-4	2	8	-5	-4	0
COC(=O)C(Cc1c[nH]c2ccccc12)NC(=O)CCNC(=O)c1ccco1 (stereo unspecified)	0	-1	0	-2	0	1	-2	-11	2
O=C(Nc1ccc(-c2nc3ccccc3[nH]2)cc1)c1ccc2c(c1)OCO2	4	2	6	-5	-1	14	-4	10	1
O=C(c1cccc(C(F)(F)F)c1)C1CCCN(Cc2cccn2-c2ccccn2)C1 (stereo unspecified)	-5	35*	3	-7	-36	12	-14	6	10
O=C(Cc1cccs1)N/N=C\c1ccc(O)cc1	-1	1	0	-5	-2	5	-5	1	12
CCOc1ccc(S(=O)(=O)NCc2cccs2)cc1	-1	-11	5	-6	8	3	-4	-1	4
COc1ccc(CCc2nnc(CCC(=O)NCc3ccc4ncccc4c3)o2)cc1	-1	-10	3	9	12	12	-13	3	-13
C[C@@H]1NC(=O)c2cc([N+](=O)[O-])cc(I)c2NCCCC[C@@H](C(N)=O)NC(=O)[C@H](CCC(=O)O)NC1=O	1	-14	2	1	7	/	-4	0	8
O=C(Nc1ccon1)c1cc2c(s1)CCCCCC2	-9	-6	-3	5	4	11	-5	11	1

High-throughput results (PubChem)

An excerpt (hit frequency here may not be typical).
